JMJD2C inh: inhibitors of GASC-1 histone demethylase, primary screen, biochemical, fluorescence, DELFIA europium; GST-JMJD2C(1-420) H3K9me3 demethylation; inhibition, % at 2.35 µM; 330,000 compounds, 0.069% hits;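 active means more than half of a compound's replicate wells show inhibition beyond 50%, single wells judged on their own value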;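 further: signal counts dimethyl H3K9 product captured on neutravidin plate; 0% = median of DMSO wells and 100% = 0.3 times that DMSO median; strong numbers were not always called active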
Target sequence (Q9H3R0 1-420 limits assumed): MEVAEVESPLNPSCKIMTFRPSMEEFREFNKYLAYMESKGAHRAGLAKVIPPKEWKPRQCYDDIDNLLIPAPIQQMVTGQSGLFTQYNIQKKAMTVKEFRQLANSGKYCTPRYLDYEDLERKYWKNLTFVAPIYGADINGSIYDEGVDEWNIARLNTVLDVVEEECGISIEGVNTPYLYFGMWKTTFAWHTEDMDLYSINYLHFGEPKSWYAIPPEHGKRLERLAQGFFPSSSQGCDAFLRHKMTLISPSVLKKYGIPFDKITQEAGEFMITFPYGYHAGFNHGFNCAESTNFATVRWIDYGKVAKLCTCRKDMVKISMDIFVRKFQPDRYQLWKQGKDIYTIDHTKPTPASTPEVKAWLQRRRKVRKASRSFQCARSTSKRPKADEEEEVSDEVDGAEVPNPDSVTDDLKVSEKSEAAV
Yeast superoxide: reduction of superoxide in aged yeast, primary screen, HTS | S. cerevisiae aged cells, superoxide DHE fluorescence; hits give low values | superoxide response (% of plate mean), % at 10 µM | 330,000 compounds, 0.18% hits | AID 2690, 2010;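 active means superoxide response under a set limit, about three screen SD below normal, cut at about 65% in these data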;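 further: yeast aged for seven days with compound at 30 °C before DHE staining; 100% = average MFI of all compound-treated wells on the plate with controls excluded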
ZTA counter: blocks Epstein-Barr virus ZTA, an EBNA-1 counter-screen | inhibition, % at 11 µM | 320,000 compounds, 0.15% hits | ZTA-DNA binding, fluorescence polarization | P03206 | AID 2234; in the data active means inhibition above about 33%
PP1 inh: PP1-alpha phosphatase inhibitors, primary screen, counter-screen for PP5 inhibitor project, biochemical, fluorescence, OMFP substrate, single point; Serine/threonine-protein phosphatase PP1-alpha catalytic subunit (Homo sapiens), P62136; purified PP1alpha; inhibition, % at 6.7 µM; 320,000 compounds, 0.9% hits; AID 2235, 2010;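 active means inhibition above the mean inhibition of all tested compounds plus 3 SD, computed separately for each screening campaign, cut at about 15% in these data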
TPT1 inh: Candida albicans TPT1 enzyme inhibitors, primary screen, biochemical, fluorescence polarization | recombinant caTPT1, FP RNA substrate dephosphorylation | inhibition, % at 5 µM | 300,000 compounds, 0.81% hits | AID 1962, 2009;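 active means inhibition above the mean of all tested compounds plus 3 SD, set per screening campaign, cut at about 24% in these data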;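 further: plate controls were DMSO alone for no effect and ferristatin control at 100 nM for full effect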
HCV core dimer: inhibitors of HCV core protein dimerization, primary screen, biochemical, TR-FRET, high-throughput. TR-FRET GST/Flag-core106 dimerization, 1536-well. inhibition, % at 5 µM. 300,000 compounds, 0.33% hits;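 active means inhibition above the mean of all tested compounds plus 3 SD, set per screening campaign, cut at about 45% in these data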
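Assay system: GST-tagged and Flag-tagged HCV core protein residues 1-106 / Times: compound-protein-antibody incubation 4 h at 22.5 °C / Signal: time-resolved FRET, ex 340 nm, em 617 and 671 nm / Evaluation: % inhibition based on acceptor/donor emission ratio / Benchmarks: wells lacking GST-core106 and wells with excess unlabelled core106 / Repeats: singlicate, one well per compound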
PP5 inh: PP5 phosphatase inhibitors, primary screen, biochemical, fluorescence. Serine/threonine-protein phosphatase 5 (Homo sapiens), P53041. inhibition, % at 6.7 µM. 320,000 compounds, 0.18% hits. AID 1987, 2009. purified PP5c, OMFP substrate fluorescence;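 active means inhibition above the campaign's mean inhibition across all tested compounds plus 3 SD, cut at about 9.5% in these data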;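 further: 0% = DMSO only and 100% = 100 µM cantharidin control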
Target sequence (P53041 whole entry, looked up): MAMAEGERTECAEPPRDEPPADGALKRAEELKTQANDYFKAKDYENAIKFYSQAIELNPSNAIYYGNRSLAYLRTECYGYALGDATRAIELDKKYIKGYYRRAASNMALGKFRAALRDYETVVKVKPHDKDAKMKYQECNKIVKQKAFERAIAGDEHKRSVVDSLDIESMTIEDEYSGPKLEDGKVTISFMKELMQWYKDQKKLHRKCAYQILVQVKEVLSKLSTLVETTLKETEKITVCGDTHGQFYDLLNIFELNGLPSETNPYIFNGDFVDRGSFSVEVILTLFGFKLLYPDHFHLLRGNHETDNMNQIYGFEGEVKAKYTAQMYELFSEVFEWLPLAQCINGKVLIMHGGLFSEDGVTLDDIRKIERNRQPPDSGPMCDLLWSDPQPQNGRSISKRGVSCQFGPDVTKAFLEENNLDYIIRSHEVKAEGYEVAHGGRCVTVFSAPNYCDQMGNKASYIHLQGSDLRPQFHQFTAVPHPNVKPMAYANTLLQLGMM
EBNA-1 inhibitor: EBNA-1 DNA-binding inhibitors, primary screen, biochemical, fluorescence polarization; 300,000 compounds, 0.34% hits; inhibition, % at 14.8 µM; AID 1950, 2009; in the data active means inhibition above about 28%
Fh CTSL1 inh: Fasciola hepatica cathepsin L1 inhibitors, primary screen, counter-screen for PFM18AAP inhibitor project, biochemical, QFRET, fluorogenic peptide substrate; recombinant F. hepatica cathepsin L1, Z-Leu-Arg-MCA fluorescence; inhibition, % at 5.96 µM; 300,000 compounds, 0.49% hits;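 active means inhibition above the mean of all tested compounds plus 3 SD, set per screening campaign, cut at about 17% in these data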;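 further: 0% = plate median of test compound wells and 100% = 1 µM Z-Phe-Ala-diazomethylketone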
* = called active by the depositor; i = inactive; x = no result given. Compounds were not picked by outcome; any-hit rate near 3.1%.

Molecule	JMJD2C inh	Yeast superoxide	ZTA counter	PP1 inh	TPT1 inh	HCV core dimer	PP5 inh	EBNA-1 inhibitor	Fh CTSL1 inh
CN1C(=O)C(=O)/C(=C(/O)c2ccccc2)C1c1ccc([N+](=O)[O-])cc1 (stereo not drawn)	4	95	-10	1	-4	4	1.8	-13	0
CCOc1ccc(CCNC(=O)Cc2ccc(NC(=O)C3=C(C)OCCS3)cc2)cc1	-7	120	7	0	1	10	1.1	7	0
CNc1ccccc1-c1nc2ccccc2n(C)c1=O	6	119	16	2	-3	-1	-1.2	13	1
Cc1ccc(C(=O)N/C(=C\c2ccco2)C(=O)N2CCSCC2)cc1C	5	86	6	-4	2	0	0.2	2	0
COc1cc(CNn2nnnc2N)cc(Br)c1OCc1c(Cl)cccc1Cl	2	100	12	1	0	-1	2.7	13	-3
CCC(C(=O)N1CCN(C(=O)c2ccco2)CC1)n1sc2ccccc2c1=O (stereo not drawn)	14	97	-11	0	-4	-10	1.9	-9	-1
Cc1ccc(S(=O)(=O)CC(=O)N2CCOCC2)cc1	18	85	-9	-6	-2	-6	-2.9	-2	6
c1ccc2c(OCCCCN3CCOCC3)cccc2c1	-14	100	-8	-1	0	-4	1.3	0	-3
CCCOc1ccc(C(C)=O)cc1Cc1c(O)nc(SC)[nH]c1=O	140	96	-9	1	-4	-15	0.9	-6	7
CC(C)(C)OC(=O)N[C@@H](Cc1ccccc1)C(=O)N1CCC(C(=O)NCC(=O)O)CC1	-20	90	-3	0	1	-10	3.3	-2	-7
CCOc1ncccc1C(=O)OCC(=O)NCc1ccc2c(c1)OCO2	-9	105	3	-4	-1	2	-2.1	-5	-5
Cc1cc(=O)[nH]c2c(C)cc(S(=O)(=O)N3CCOCC3)cc12	2	116	-17	3	-1	11	0.2	1	-1
Cc1ccc(S(=O)(=O)N2CCCCC2)cc1NC(=O)COC(=O)C1CC2C=CC1C2 (stereo not drawn)	-4	111	2	0	-1	-2	-1.7	2	-12
CCCCCC(=O)NC(NC(=S)NC1CCS(=O)(=O)C1)C(Cl)(Cl)Cl (stereo not drawn)	-4	104	2	-6	2	-4	-1.1	16	0
Cc1ccc(CCN2CC(C(=O)NCCCN3CCN(C)CC3)CC2=O)cc1 (stereo not drawn)	-20	100	-2	-2	-4	-3	3.1	3	4
COc1ccccc1NS(=O)(=O)c1cccc(NC(=O)CCNC(=O)c2ccccc2OC)c1	-17	135	-11	2	x	x	4.5	x	x
Cc1ccc(C(=O)NNC(=O)CCCN2C(=O)/C(=C/c3ccccc3Cl)SC2=S)cc1	1	103	-20	14	38*	8	2.0	-1	0
CC1(OC(=O)C2CCCC2)C(=O)C=C2C=C3CCCCN3C=C2C1=O (stereo not drawn)	-11	104	-3	0	-7	-1	4.6	-14	13
COc1ccccc1NC(=O)COc1ccc(/C=N/NC(=O)CSCc2cc(C)cc(C)c2)cc1	-1	142	5	2	1	13	2.5	23	-1
O=C(O)CSCC(=O)NCc1ccc(Cl)cc1	3	102	-6	-1	-1	-7	-0.4	0	0
COc1cccc(OC)c1Nc1nc(C)nc2c1nnn2Cc1ccccc1Cl	-17	116	21	-4	7	6	0.8	3	2
O=C(/C=C/c1ccco1)NC(=S)Nc1ccccc1N1CCCC1	-13	106	15	0	-3	21	2.6	12	11
Cc1cc(C)c2cc(CN(Cc3ccco3)C(=O)NCc3ccccc3)c(=O)[nH]c2c1	-7	100	9	3	-2	12	-0.5	9	7
CC(O)(CS(=O)(=O)Cc1ccccc1)c1ccccc1Cl (stereo not drawn)	-14	82	-12	-3	-4	-10	-5.8	-19	-3
CCOc1ccc(C(=O)NCC(=O)OCc2csc(-c3ccccc3)n2)cc1	-10	116	-10	-4	-2	-2	7.1	-1	-14
COc1ccc(C(CC(=O)N2CCCC2)c2c(O)cc(OC)cc2OC)cc1 (stereo not drawn)	-3	96	11	0	-4	-8	1.7	4	2
Cc1c(N2C(=O)C(=O)/C(=C(/O)c3ccc(Br)cc3)C2c2cccnc2)c(=O)n(-c2ccccc2)n1C (stereo not drawn)	14	108	27	-2	-4	1	-0.4	8	2
CN(C)CCNC(=O)c1ccc(Sc2ccc(Br)cc2)c([N+](=O)[O-])c1	11	110	11	0	2	-6	-1.2	-5	-4
O=C(c1ccc(CS(=O)(=O)c2ccccc2)o1)N1CCN(c2ncccn2)CC1	1	89	-8	-3	-1	-4	0.2	-3	-5
O=C(NC(=S)NCCc1ccccc1)c1cccc(Cl)c1	16	98	2	2	-3	-22	4.9	7	3
COc1ccc(S(=O)(=O)Cc2ccc(C(=O)NC3CCCCCC3)o2)cc1	4	105	-4	-2	-2	-5	1.7	-17	-3
COC(=O)c1ccc(OC(=O)c2nn(C)cc2Cl)c(OC)c1	-5	106	-2	-8	0	0	3.5	-2	-4
Cc1ccc(S(=O)(=O)N/N=c2\sc3ccccc3n2C)cc1	9	107	11	-1	1	-1	1.0	3	-1
c1ccc(CCn2nnnc2CN2CCN(C3CCCC3)CC2)cc1	-175	108	-5	3	-3	4	-0.6	-1	2
Cc1cc(C)nc(/N=C(\N)Nc2ccc(F)c([N+](=O)[O-])c2)n1	2	110	-7	-2	-2	-4	-0.4	5	3
CCSC(C)CC1CC(=O)CC(=O)C1 (stereo not drawn)	8	88	-16	-3	1	-1	0.1	-12	6
CCn1cc(C(=O)O)c(=O)c2cc(F)c(N3CCN(C(=S)NC(=O)c4ccc(Br)cc4)CC3)cc21	-9	102	10	9	0	10	4.2	-3	-1
O=C(NCCC(=O)N1CCCC(C(F)(F)F)C1)c1ccccc1Cl (stereo not drawn)	9	86	6	-1	-1	-2	2.2	13	-3
Cc1ccc2c(c1)-c1cc(C)nn1C(c1sccc1C)N2 (stereo not drawn)	1	117	-3	-5	4	4	2.4	-13	-4
NC(=O)CSc1nnc2ccc(-c3ccc(Cl)cc3)nn12	5	100	17	-5	2	0	0.6	-3	-1
COCCN(CC(=O)Nc1ccccc1C)S(=O)(=O)c1ccc(S(=O)(=O)N2CCCC2)cc1	10	101	-11	-3	-3	2	-4.8	0	-2
O=C(CN1C(=O)NC2(CCCC2)C1=O)N1CCN(c2ccccc2Cl)CC1	5	102	-5	-2	1	1	-0.6	1	0
Cc1ccc(C(=O)NCC2CCCO2)cc1N1CCCC1=O (stereo not drawn)	2	97	13	-4	-5	-3	-0.8	5	2
O=C(CCCN1C(=O)/C(=C\c2ccccc2)SC1=S)Nc1ccccc1O	-6	121	21	1	-2	2	1.2	9	10
Cc1cccc(OS(=O)(=O)NC(=O)OCC2CCCN3CCCCC23)c1 (stereo not drawn)	8	92	-3	0	4	1	2.1	1	1
O=C(O)/C=C/c1cn(-c2ccccc2)nc1-c1ccccc1	-3	108	-11	0	0	-2	3.0	-5	-1
Cc1nn(-c2ccccc2)c(Cl)c1/C=C1\SC(=S)N(CCCCCC(=O)O)C1=O	0	87	3	16*	0	20	1.3	7	7
COc1ccc(OC)c(C2/C(=C(\O)c3ccc4c(c3)OCCO4)C(=O)C(=O)N2CC2CCCO2)c1 (stereo not drawn)	5	99	-11	-6	-2	-18	5.9	2	-3

Not a retest: entries from further up.
Molecule	JMJD2C inh	Yeast superoxide	ZTA counter	PP1 inh	TPT1 inh	HCV core dimer	PP5 inh	EBNA-1 inhibitor	Fh CTSL1 inh
NC(=O)CSc1nnc2ccc(-c3ccc(Cl)cc3)nn12	5	100	17	-5	2	0	0.6	-3	-1
COCCN(CC(=O)Nc1ccccc1C)S(=O)(=O)c1ccc(S(=O)(=O)N2CCCC2)cc1	10	101	-11	-3	-3	2	-4.8	0	-2

The listing continues:
Molecule	JMJD2C inh	Yeast superoxide	ZTA counter	PP1 inh	TPT1 inh	HCV core dimer	PP5 inh	EBNA-1 inhibitor	Fh CTSL1 inh
COc1ccc(NC(=O)CSc2nc3ccccc3nc2N2CCOCC2)c(OC)c1	-6	96	-1	1	-1	-7	2.7	2	3
CC(C)CC1C2C(=O)N(c3ccccc3)C(=O)C2ON1c1ccccc1 (stereo not drawn)	-5	88	10	-7	0	1	-0.3	-2	-2
S=c1nc2ccccc2c2nc(-c3ccccc3Cl)[nH]n12	-45	83	-12	5	2	2	-3.0	-13	-4
CC(=O)N1CCN(c2ccc(NC(=O)C(C)Oc3ccc(Cl)cc3Cl)cc2)CC1 (stereo not drawn)	2	104	7	3	1	11	-0.8	-1	6
COc1ccccc1N1CCN(Cc2ccc(OC)c(OC)c2OC)CC1	10	99	13	-2	-1	0	-0.5	13	0
O=C(c1ccccc1)c1ccc(Oc2ccc(C(=O)O)c(C(=O)O)c2)cc1	-2	92	-1	5	1	22	1.9	-3	1
N/C(=N\OC(=O)Cc1ccc(Cl)cc1)c1cccnc1	-1	103	-16	-4	-1	0	2.2	-1	-2
Nc1ccc(C(=O)Nc2nccs2)cc1	16	100	2	-1	1	-3	0.2	3	7
Cc1noc(C)c1C(=O)N(CC(=O)NC1CCCC1)Cc1ccccc1F	5	108	-1	-1	-1	5	0.9	-1	5
O=C(CS(=O)(=O)c1ccccc1)Nc1ccc(Cl)cn1	-6	115	-4	-2	-1	-7	2.6	5	1
CCn1c(/C=N/Nc2ccc(C(=O)O)cc2)nc2ccccc21	-7	104	23	2	-2	0	-1.4	6	0
O=C(NC1CCCCC1)N1CCSC1=Nc1ccccc1	16	100	-2	4	1	-2	2.9	-4	-1
O=C(Nc1ccon1)c1cccc(S(=O)(=O)N2CCCC2)c1	27	94	0	-5	-2	-1	0.3	14	-3
Cc1ccc(N2CCN(CC(O)COc3ccc([N+](=O)[O-])cc3)CC2)cc1 (stereo not drawn)	3	94	1	0	-3	-1	0.2	5	0
CC(=O)NC12CC3CC(C1)CC(C(=O)N1CCN(S(=O)(=O)c4cccc(C(F)(F)F)c4)CC1)(C3)C2	-10	95	-32	-2	-3	-6	1.5	-6	10
O=C(Nc1ccccc1)c1ccc2nc(-c3ccco3)c(-c3ccco3)nc2c1	2	111	-27	21*	3	75*	4.8	0	4
Cc1ccccc1CSCC(=O)NC(=O)NCc1ccco1	2	80	7	1	-1	58*	1.5	1	4
O=c1c2c([nH]n1-c1ccccc1)CCCC2	i	105	7	-3	2	-1	-0.4	-11	4
CCOC(=O)C1C(=O)Nc2nc(C)nn2C1c1ccccc1 (stereo not drawn)	9	97	-4	-3	0	-2	2.3	-4	-1
O=C(Nc1ccc2c(c1)OCCO2)c1cccnc1Oc1ccc(Cl)cc1	2	106	6	1	-1	4	1.0	-6	-1
CCOc1cc(CNCCN2CCOCC2)ccc1OCc1ccccc1Cl	4	102	-2	-2	-1	-2	1.9	-2	0
CC(OC(=O)c1ccc(Br)o1)C(=O)Nc1ccc2c(c1)OCCO2 (stereo not drawn)	x	88	2	-2	x	x	-0.1	x	x
Cc1ccc(CNn2cn[nH]c2=S)cc1	-4	105	-4	0	-3	0	-0.8	-7	-4

Source: PubChem BioAssay (several laboratories)
